RXFP1 antag = antagonists of human relaxin receptor RXFP1; actives 0.59% (n = 350,000); AID 1259400; HEK293-RXFP1, relaxin-stimulated cAMP HTRF, 30 min; active compounds read low; activity change, negative = inhibition, % at 57.5 µM;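 active = activity change of -60% or lower, but not beyond a set lower limit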; also: % is scaled to controls: 0 for no effect and ±100 for the full control effect
D1 potentiator = potentiators of human D1 dopamine receptor | P21728 | HEK293 TREx D1 cells, calcium flux, dopamine EC20 potentiation | potentiation, % at 10 µM | actives 0.036% (n = 360,000); in the data active = potentiation above about 30%; also: 0% is about no effect
Target sequence (P21728 whole entry, looked up): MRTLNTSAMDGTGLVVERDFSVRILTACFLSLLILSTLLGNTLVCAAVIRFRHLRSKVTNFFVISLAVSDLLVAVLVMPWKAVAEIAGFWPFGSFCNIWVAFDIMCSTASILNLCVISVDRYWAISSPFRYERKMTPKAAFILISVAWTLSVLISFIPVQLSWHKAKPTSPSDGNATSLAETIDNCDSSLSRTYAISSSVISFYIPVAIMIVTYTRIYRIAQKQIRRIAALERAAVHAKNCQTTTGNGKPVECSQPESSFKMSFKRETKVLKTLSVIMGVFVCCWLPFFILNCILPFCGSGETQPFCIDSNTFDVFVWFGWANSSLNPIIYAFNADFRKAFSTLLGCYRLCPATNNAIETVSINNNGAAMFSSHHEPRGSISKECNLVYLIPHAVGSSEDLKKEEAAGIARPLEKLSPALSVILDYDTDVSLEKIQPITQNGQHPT
D2 ag = agonists of human D2 dopamine receptor | P14416 | HEK293 T-REx D2 cells, calcium flux agonist mode | activation, % at 2 µM | actives 0.53% (n = 340,000) | AID 485358;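 active = activation over 3 SD above normal in the single-dose calcium agonist read, cut at about 30% in these data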; also: 0% is about no effect
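Tetracycline-induced HEK293 Trex cells with D2 receptor force-coupled to calcium signaling, plated overnight at 30 C and loaded with no-wash calcium dye. Calcium flux read kinetically for 180 s after compound addition; responses flag agonists.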
TRHR agonist = activates the human TRH receptor; actives 0.18% (n = 360,000); activation, % at 2 µM; TRHR cells, calcium flux fluo-8, FDSS agonist mode; also: 0% is about no effect
Target sequence (P34981 whole entry, looked up): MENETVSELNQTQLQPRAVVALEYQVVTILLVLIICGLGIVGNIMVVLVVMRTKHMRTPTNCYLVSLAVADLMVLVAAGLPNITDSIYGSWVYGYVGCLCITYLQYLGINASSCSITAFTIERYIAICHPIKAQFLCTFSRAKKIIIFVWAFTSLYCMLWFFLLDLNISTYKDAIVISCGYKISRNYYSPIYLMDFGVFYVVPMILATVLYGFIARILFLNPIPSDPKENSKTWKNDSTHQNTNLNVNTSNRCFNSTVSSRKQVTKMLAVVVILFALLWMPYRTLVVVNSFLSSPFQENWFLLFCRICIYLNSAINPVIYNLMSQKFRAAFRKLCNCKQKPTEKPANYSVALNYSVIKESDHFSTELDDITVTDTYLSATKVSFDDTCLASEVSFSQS
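Steps: seed TRHR cells overnight; add fluo-8 no-wash Ca dye, RT 30 min–1.5 h; record 10 s baseline; pin-transfer compounds; monitor fluorescence 1 cycle/s for the agonist window. Calcium increases flag candidate agonists.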
D1 antag = human D1 dopamine receptor antagonism; P21728; HEK293 TREx D1 cells, calcium flux, dopamine EC80; active compounds read low; activity change, negative = inhibition, % at 10 µM; actives 3.2% (n = 360,000); in the data active = activity change below about -30%; also: % is scaled to controls: 0 for no effect and ±100 for the full control effect
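Kinetic fluorescence of a calcium dye serves as the read-out. D1-expressing Hek293 Trex cells, induced overnight at 30 C, are exposed to compound for 180 s before an EC80 dopamine addition, then read 180 s further.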
D2 PAM = positively modulates the human D2 dopamine receptor allosterically. HEK293 T-REx D2, calcium flux, EC20 dopamine potentiation. potentiation, % at 10 µM. actives 0.34% (n = 340,000). AID 485347;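 active = potentiation over 3 SD above the plate norm, cut at about 30% in these data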; also: 0% is about no effect
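Using a no-wash calcium dye in inducible, force-coupled HEK293 Trex cells expressing D2, we tracked fluorescence each second for 180 s after compound, then for 180 s after EC20 dopamine to detect augmented signalling.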
D2 antag = antagonists of human D2 dopamine receptor; actives 2% (n = 340,000); inhibition, % at 10 µM; HEK293 TREx D2 cells, calcium flux, dopamine EC80; P14416; in the data active = inhibition above about 30%; also: 0% is about no effect
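Measurement of antagonist activity uses fluorescent calcium dye in inducible HEK293 T-REx D2 cells: 10 s baseline, compound addition with 180 s read, EC80 dopamine addition with a further 180 s read.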
D1 ag = human D1 receptor agonism; AID 504660; HEK293 T-REx D1 cells, calcium flux, agonist mode; actives 1% (n = 360,000); activation, % at 2 µM; P21728; also: 0% is about no effect
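Inducible HEK293 T-REx D1 cells, force-coupled to calcium signalling, were plated at 4000 cells/well with tetracycline and held overnight at 30 C. After no-wash calcium dye loading, compound-evoked calcium rise over 180 s flagged agonists.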
TRHR enhancer = allosterically enhances the human TRH receptor. actives 0.66% (n = 360,000). enhancement, % at 2 µM. TRHR cells, fluo-8 calcium fluorescence, EC20 TRH enhancement; in the data active = enhancement above about 30%; also: 0% is about no effect
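TRHR-expressing cells loaded with fluo-8 calcium dye were read kinetically (ex 480/em 530) during compound addition, then stimulated with an EC20 of TRH (10 nM final). Enhancement of the Gq-mediated intracellular calcium response was scored.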
* marks the source's active call; other numbers are inactive results; / = not tested or not shown; & = joins results of further samples. Rule as the data show it, unless noted: active = activation above about 30%; inactive = the rest.

SMILES	RXFP1 antag	D1 potentiator	D2 ag	TRHR agonist	D1 antag	D2 PAM	D2 antag	D1 ag	TRHR enhancer
COc1ccc(C2C3=C(Nc4ncnn42)c2ccccc2CCC3)cc1 (stereo not drawn)	-20	9	1.3	-1.3	-8	-7	-2	1	-5
O=C(O)CCn1cc(-c2ccc(Cl)cc2)nc1-c1ccncc1	/	-4	-0.3	0.0	3	-7	-2	1	6
CCOC(=O)C1CCCN(C(=O)c2cccc(S(=O)(=O)N3CCOCC3)c2)C1 (stereo not drawn)	7	-6	9.5	0.4	-12	-2	1	8	0
O=C(OC(C(=O)NCc1cccs1)c1ccccn1)c1cccs1 (stereo not drawn)	-1	-9	0.9	0.5	-28	5	16	2	8
O=C(NC1CCCCCCC1)c1cccc(Cl)c1	-20	0	-1.9	-0.2	4	4	-1	2	1
COc1ccc(C(=O)NCc2nnc(SCC(=O)Nc3ccccc3OC)o2)cc1	2	-5	0.5	0.3	-8	-2	-3	0	1
Cc1c(C(=O)OCc2ccccc2)[nH]c2c1C(=O)CC(c1ccco1)C2 (stereo not drawn)	-1	12	/	0.2	-24	/	/	-2	6
CNc1cc(C)nc(N2CCOCC2)n1	4	1	0.2	1.8	-1	6	-2	2	-1
CCn1c(SCC(=O)Nc2ccc(OC)cc2OC)nc2nc3c(cc2c1=O)COC(C)(C)C3	8	-1	0.7	-1.3	17	7	-34	0	9
Cc1ccc(-c2csc3ncnc(-n4nnc5ccccc54)c23)cc1C	-9	12	1.2	-0.8	24	-4	-3	5	6
COc1ccc(-c2nnc(-c3ccccc3O)o2)cc1	-8	-1	-0.8	-0.3	4	7	-5	2	2
Cc1ccc(-c2noc(-c3c(C)noc3C)n2)cc1	3	-5	0.5	0.4	5	5	6	0	-2
CCOC(=O)C1=C(COC(=O)Cc2ccccc2)NC(=O)NC1C (stereo not drawn)	6	0	/	-0.6	-9	/	/	3	16
O=C(CCNC(=O)c1ccc(Cl)cc1)Nc1ccc(S(=O)(=O)N2CCCCC2)cc1	-9	-2	0.2	1.3	0	-4	3	5	-3
O=C(Nc1nnc(-c2ccc(Cl)cc2)o1)C1CCCCC1	/	-6	-0.7	0.1	13	2	3	1	-6
CCN(CC)C(C(=O)NC1CCCCC1)c1ccc(C)cc1 (stereo not drawn)	-5	-3	-0.3	0.9	-1	/	11	3	8
Cc1cc(C)cc(C(=O)OCC(=O)Nc2cccc(S(=O)(=O)NC3=NCCCCC3)c2)c1	1	-5	2.8	0.6	-45*	14	-3	3	4
COc1ccc(S(=O)(=O)N(C)C)cc1NCC(=O)Nc1ccc(Br)cc1F	-6	-1	-0.6	0.0	-9	-16	-19	8	-1
CCOc1ccc(NC(=O)C2CCCN(c3nn4c(=O)cc(C)nc4s3)C2)cc1 (stereo not drawn)	0	2	-0.5	-0.8	-3	8	7	0	1
O=C(Cc1ccc(Cl)cc1)Nc1ccc(S(=O)(=O)Nc2ncccn2)cc1	-3	-1	-0.8	-1.7	-5	10	13	2	-2
Cc1cc(C)n(CC(O)COc2ccc(C(C)(C)C)cc2)n1 (stereo not drawn)	-3	4	0.3	0.1	-5	12	6	0	0
CC(C)CN(Cc1cc2ccccc2[nH]c1=O)C(=O)c1cccnc1	-1	-5	0.0	-0.3	-19	-1	-28	2	8
CS(=O)(=O)N1CCN(C(=O)c2ccccc2F)CC1	-3	-1	0.0	-0.2	18	-3	-32	1	6
Cc1cc2cc(C(=O)N3CCc4c([nH]c5ccccc45)C3c3ccccn3)ccc2o1 (stereo not drawn)	-24	-2	1.1	-0.6	10	-16	-9	1	3
COc1cc(/C=C/C(=O)OCC(=O)Nc2ccc(S(N)(=O)=O)cc2)ccc1O	-1	-2	/	0.7	5	-9	/	1	1
COc1ccc(Cl)cc1C(=O)NNC(=O)CCNC(C)=O	-15	-1	0.6	0.3	0	-2	-1	1	-1
CN(Cc1cccs1)C(=O)CSc1nc2ccccc2[nH]1	-2	-5	-6.0	-0.1	3	-7	-14	5	-5
CCOc1ccc(C(=O)Oc2c(Sc3ccccc3)c(C)nn2C(C)(C)C)cc1OCC	/	1	/	0.4	5	-5	/	0	-6
O=C(O)c1c(C(=O)N2N=C3/C(=C/c4ccccc4)CCCC3C2c2ccccc2)cccc1[N+](=O)[O-] (stereo not drawn)	8	5	0.3	0.0	4	5	-1	3	-4
CCc1ccccc1NC(=O)Cn1nnc(C(=O)NCc2ccco2)c1N	/	0	-0.4	0.0	16	-2	/	-1	14
CC1CCN(C(=O)CSc2nc3ccccc3[nH]2)CC1	-1	-8	-0.6	0.4	10	-15	16	-4	-3
O=C(CCN1C(=O)COc2ccccc21)N1CCN(c2ccccn2)CC1	0	-6	0.9	0.3	-12	4	-13	1	3
Cc1cccnc1NC(=O)c1cccc(S(=O)(=O)N2CCCC2)c1	2	-8	-0.1	0.3	-12	-3	0	2	-4
Cc1nn(CC(=O)N2CCN(c3ccccc3)CC2)c(=O)c2cc3cc(F)ccc3n12	-2	-5	-0.2	0.0	-2	6	/	2	-6
CC(c1nc2ccccc2c(=O)[nH]1)N1CCOCC1 (stereo not drawn)	6	9	/	0.4	-6	/	/	3	-4
Cn1nccc1C(=O)N1CCN(c2ncccn2)CC1	-2	-5	0.0	0.5	-8	0	8	13	-4
FC(F)(F)Oc1ccc(NC(=S)NCc2ccccc2)cc1	-15	-7	4.4	1.3	-19	-6	-3	9	17
O=C1c2ccccc2NC2CCCCCN12 (stereo not drawn)	-1	-6	-1.0	0.2	7	30*	0	1	-3
CC(C)(C)c1ccc(C(=O)N2CCC(C(=O)N3CCCCC3)CC2)cc1	9	-3	0.6	-0.5	-4	-13	-33	0	3
Cn1c(N)c(C(=O)COC(=O)CNS(=O)(=O)c2cccc(Cl)c2)c(=O)n(C)c1=O	15	-2	-0.9	0.0	4	-5	2	2	-3
Cc1cc(C)nc(SCC(=O)NN=C2CCCC2)n1	1	0	0.3	-0.3	-1	/	9	1	2
O=C(CC(Nc1ccc(F)cc1)C(=O)OCC(=O)c1cccs1)c1ccccc1 (stereo not drawn)	0	-4	0.1	1.1	-9	9	-5	2	-7
O=C(N=C1SC2CS(=O)(=O)CC2N1c1ccc(Br)cc1F)C1CC1 (stereo not drawn)	-6	-5	-0.6	-0.6	-6	2	-11	5	10
CCS(=O)(=O)N1CCC(C(=O)N2CCc3ccccc3C2)CC1	8	6	0.5	0.1	6	7	-10	2	6
COc1ccc(S(=O)(=O)N2CCCOC2CNC(=O)C(=O)NCCCn2ccnc2)cc1OC (stereo not drawn)	-3	-6	/	0.3	7	/	/	5	2
O=C(NCc1cccc(C(F)(F)F)c1)c1ccc(=O)[nH]c1	0	-5	0.1	0.3	2	-2	15	0	-12
COc1cc2cc(C)nc(Cc3cccc4ccccc34)c2cc1OC	/	-6	-1.6	-0.4	6	20	-15	0	11
COc1ccc(-n2c(SCC(=O)C(C)(C)C)nc3ccsc3c2=O)cc1	-22	0	-0.7	-0.6	-1	2	9	3	-6
O=C1C(c2ccccc2)SC(=Nc2ccccc2)N1S(=O)(=O)c1ccccc1 (stereo not drawn)	-2	-10	0.3	-0.3	7	8	-13	7	9
O=C(CN1CCN(C2CCCCC2)CC1)Nc1cccc2ccccc12	-24	2	-4.0	2.5	-12	6	5	5	6

(further entries)
SMILES	RXFP1 antag	D1 potentiator	D2 ag	TRHR agonist	D1 antag	D2 PAM	D2 antag	D1 ag	TRHR enhancer
CCc1ccc(OCC(=O)N/N=C(\C)c2ccc(-n3ccnc3)cc2)cc1	1	0	-0.7	-0.1	18	-6	5	1	-1
CC(=O)c1ccc(-n2c(CCC(=O)O)ccc2-c2cccs2)cc1	-18	-3&-1	0.1&0.2	-0.5&1.2	-7&-10	-2&-1	-7	-1&7	10&-2
COc1ccccc1CNC(=O)C(CC(C)C)N1Cc2ccccc2C1=O (stereo not drawn)	-1	9	-0.8	-0.5	-2	2	/	1	1
O=c1c2c(nc3c(-c4cccc5ccccc45)c[nH]n13)CCC2	-14	-3	-2.3	0.0	-14	15	3	2	-3
CC(=O)N1CCN(c2ccccc2NC(=O)COc2ccc(Cl)cc2Cl)CC1	3	15	0.4	0.9	-1	1	7	8	-1
Cc1ccc(Cn2c(=O)n(Cc3ccco3)c(=O)c3oc4ccccc4c32)cc1	9	-4	0.3	-0.3	2	2	/	4	3
COc1ccc(CCNC(=O)CCc2cc(OC)c(OC)c(OC)c2)cc1	4	-2	0.2	-1.0	11	6	-1	2	11
CC(Sc1n[nH]c(-c2cccs2)n1)C(=O)Nc1ccccc1F (stereo not drawn)	-16	0	0.9	-1.1	-6	4	18	1	-5
O=S(=O)(c1ccc(F)cc1)N1CCN(CC(O)COCC2CCCO2)CC1 (stereo not drawn)	2	-6	0.1	0.1	6	-10	3	1	-7
COC(=O)c1ccc(NC(=O)CCc2c(C)nc3c(c2C)c(=O)n(C)c(=O)n3C)cc1	/	1	0.3	0.0	0	0	/	0	16
CC1CCCN(Cc2c(C(=O)N3CCc4ccccc4C3)nc3ccc(Cl)cn23)C1 (stereo not drawn)	-4	-2	0.0	-0.3	-7	-13	8	0	-6
Cc1nonc1NC(=O)CSc1nnc(-c2ccoc2C)n1CC(C)C	0	-2	0.4	-1.0	9	9	0	6	3
O=C(CCCc1ccccc1)NCc1cn2ccsc2n1	-3	-2	-0.4	-0.3	-1	-3	1	2	3
Cc1cc(C)c(S(=O)(=O)Nc2cccc(/C=C/C(=O)O)c2)c(C)c1	-6	-6	0.5	0.4	25	-5	-4	7	-3
Cc1cccc(NC(=O)N2CCC(n3c(C)nc4cccnc43)CC2)c1	-5	-1	13	0.1	10	-3	/	1	2

Filtered by structure, those above with an NH in an aromatic ring
SMILES	RXFP1 antag	D1 potentiator	D2 ag	TRHR agonist	D1 antag	D2 PAM	D2 antag	D1 ag	TRHR enhancer
Cc1c(C(=O)OCc2ccccc2)[nH]c2c1C(=O)CC(c1ccco1)C2 (stereo not drawn)	-1	12	/	0.2	-24	/	/	-2	6
CC(C)CN(Cc1cc2ccccc2[nH]c1=O)C(=O)c1cccnc1	-1	-5	0.0	-0.3	-19	-1	-28	2	8
Cc1cc2cc(C(=O)N3CCc4c([nH]c5ccccc45)C3c3ccccn3)ccc2o1 (stereo not drawn)	-24	-2	1.1	-0.6	10	-16	-9	1	3
CN(Cc1cccs1)C(=O)CSc1nc2ccccc2[nH]1	-2	-5	-6.0	-0.1	3	-7	-14	5	-5
CC1CCN(C(=O)CSc2nc3ccccc3[nH]2)CC1	-1	-8	-0.6	0.4	10	-15	16	-4	-3
CC(c1nc2ccccc2c(=O)[nH]1)N1CCOCC1 (stereo not drawn)	6	9	/	0.4	-6	/	/	3	-4
O=C(NCc1cccc(C(F)(F)F)c1)c1ccc(=O)[nH]c1	0	-5	0.1	0.3	2	-2	15	0	-12
O=c1c2c(nc3c(-c4cccc5ccccc45)c[nH]n13)CCC2	-14	-3	-2.3	0.0	-14	15	3	2	-3
CC(Sc1n[nH]c(-c2cccs2)n1)C(=O)Nc1ccccc1F (stereo not drawn)	-16	0	0.9	-1.1	-6	4	18	1	-5

Reformatted bar-delimited: part of the list above
Compound | RXFP1 antag | D1 potentiator | D2 ag | TRHR agonist | D1 antag | D2 PAM | D2 antag | D1 ag | TRHR enhancer
CC1CCCN(Cc2c(C(=O)N3CCc4ccccc4C3)nc3ccc(Cl)cn23)C1 (stereo not drawn) | -4 | -2 | 0.0 | -0.3 | -7 | -13 | 8 | 0 | -6
Cc1nonc1NC(=O)CSc1nnc(-c2ccoc2C)n1CC(C)C | 0 | -2 | 0.4 | -1.0 | 9 | 9 | 0 | 6 | 3
